Screening data as filed in PubChem.
G6PDH CS = L. mesenteroides G6PDH inhibition counter-screen; actives 0.12% (n = 200,000); inhibition, % at 5 µM; AID 1020; Purified L. mesenteroides G6PDH, diaphorase/resazurin coupled fluorescence, 45 min; in the data active means inhibition above about 50%
APP 5'UTR act = activates APP 5'UTR luciferase reporter; actives 1% (n = 190,000); SH-SY5Y APP 5'UTR luciferase reporter, luminescence; zero percent = DMSO vehicle wells; activation, % at 2 µM; AID 1276;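 active means activation above a set limit, based on mean plus 3 SD of controls, cut at about 140% in these data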; further: values of inactives mirror those of a sister screen read the other way
Diaphorase act = activates diaphorase or chemically reduces, flagging diaphorase assay artifacts; activation factor at 20 µM; actives 0.005% (n = 190,000); Diaphorase/resazurin coupled assay, resorufin fluorescence, 16 min; active compounds read high; 1 = vehicle wells, 0 = NADH-free wells; AID 1229;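 active means diaphorase activity raised at least twofold by the compound at 20 µM; inactive means activation factor below 2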
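Material: Purified diaphorase enzyme from Clostridium kluyveri | Buffer or medium: 50 mM HEPES pH 7.4 with 4.542 mM MgCl2, 0.005% Tween 20 | Times: 16 min enzyme reaction, ambient temperature | Signal: Red resorufin fluorescence at 544/590 nm excitation/emission | Measure: Increased resorufin signal from activators or reducing compounds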
FLuc act counter = affects firefly luciferase, flagging false hits in luciferase stimulation screens; ATPlite luciferase biochemical, luminescence, 10 min; 0 = ATP-free wells, 1 = DMSO control; AID 1027; 200,000 tested, under 10 active; activation factor at 10 µM;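 active means luciferase activation factor, scaled between plate controls, of at least 2 with compound at 10 µM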
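Assay system: Luciferase/luciferin detection reagent, cell-free biochemical luciferase assay / Read-out: luciferase activation / Benchmarks: No-ATP low control, compound-free enzyme-plus-ATP high control / Medium: PBS buffer for ATP / Detection: luminescence measurement of luciferase light output / Schedule: 10 min at ambient temperature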
FLuc inhib CS = Photinus pyralis luciferase inhibition counter-screen; P08659; ATPLite firefly luciferase biochemical luminescence, 10 min; inhibition, % at 10 µM; actives 1.5% (n = 200,000); AID 1006;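 active means inhibition above about 50% when tested at 10 µM, limit read from the data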
APP 5UTR inh = APP translation inhibition; SH-SY5Y APP 5'UTR-luciferase reporter, luminescence; inhibition, % at 2 µM; actives 0.82% (n = 190,000); AID 1285;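 active means inhibition above a set limit, derived from the sample mean plus 3 SD, cut at about 45% in these data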; further: values of inactives mirror those of a sister screen read the other way
NF-kB neuron act = raises NF-kB expression in human neuronal cells; actives 1.6% (n = 190,000); fold change at 12.5 µM; AID 1239; NF-kB reporter expression; active compounds read high; in the data active means fold change above about 3.3
TLR4-MyD88 BLA = TLR4-MyD88 interaction inhibition in cells; HeLa CL3-4 TLR4/MyD88 BLA complementation, FRET ratio; inhibition, % at 8.4 µM; actives 0.18% (n = 200,000); in the data active means inhibition above about 25%;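 further: 0% = vehicle and 100% = reference inhibitor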
Target sequence (O00206 whole entry, looked up): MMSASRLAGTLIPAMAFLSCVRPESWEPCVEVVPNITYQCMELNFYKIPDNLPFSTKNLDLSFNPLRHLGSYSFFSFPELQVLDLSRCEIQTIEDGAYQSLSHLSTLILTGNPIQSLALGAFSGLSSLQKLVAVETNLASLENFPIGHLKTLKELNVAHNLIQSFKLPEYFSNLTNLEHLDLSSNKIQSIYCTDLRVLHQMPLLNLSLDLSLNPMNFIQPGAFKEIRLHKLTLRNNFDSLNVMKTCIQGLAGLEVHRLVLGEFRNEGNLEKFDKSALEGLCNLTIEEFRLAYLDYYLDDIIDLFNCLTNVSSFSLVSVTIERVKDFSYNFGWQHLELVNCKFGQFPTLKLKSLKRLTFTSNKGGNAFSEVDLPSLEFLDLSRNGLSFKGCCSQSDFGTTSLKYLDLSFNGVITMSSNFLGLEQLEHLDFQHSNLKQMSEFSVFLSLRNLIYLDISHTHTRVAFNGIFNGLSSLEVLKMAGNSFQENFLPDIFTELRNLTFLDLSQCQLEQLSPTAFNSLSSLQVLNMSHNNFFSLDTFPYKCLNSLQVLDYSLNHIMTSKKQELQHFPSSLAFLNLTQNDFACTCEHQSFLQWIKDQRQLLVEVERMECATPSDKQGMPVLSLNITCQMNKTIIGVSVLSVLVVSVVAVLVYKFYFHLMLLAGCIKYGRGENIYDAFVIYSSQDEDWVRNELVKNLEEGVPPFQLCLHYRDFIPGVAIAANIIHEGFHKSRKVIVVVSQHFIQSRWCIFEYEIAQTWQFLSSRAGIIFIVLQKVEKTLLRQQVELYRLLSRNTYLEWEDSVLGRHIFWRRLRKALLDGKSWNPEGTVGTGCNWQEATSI
Target sequence (Q99836 whole entry, looked up): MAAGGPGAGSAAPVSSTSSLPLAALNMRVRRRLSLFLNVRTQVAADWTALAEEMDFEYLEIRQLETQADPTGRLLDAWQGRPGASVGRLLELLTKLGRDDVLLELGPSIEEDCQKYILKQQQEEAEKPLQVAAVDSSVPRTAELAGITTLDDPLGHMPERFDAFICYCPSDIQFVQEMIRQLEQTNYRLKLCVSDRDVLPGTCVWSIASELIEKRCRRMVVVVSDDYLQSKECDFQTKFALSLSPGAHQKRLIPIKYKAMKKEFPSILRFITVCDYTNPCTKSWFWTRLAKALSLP
STAT1 act = STAT1 signaling activation; NIH 3T3 STAT1-luciferase reporter, IFN-gamma, luminescence; 100% = IFN-gamma alone, no compound; activation (% of control), % at 5.5 µM; actives 2.6% (n = 200,000); AID 932;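 active means activation above the screen-wide mean activation plus 3 SD, cut at about 130% in these data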;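 further: raw ratio to IFN-gamma control signal so 100% means no change and 0% no light; values of inactives mirror those of a sister screen read the other way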
Diaphorase inh = counter-screen for diaphorase-based assays: diaphorase inhibitors and chemical oxidizers; actives 0.69% (n = 190,000); diaphorase resazurin-to-resorufin fluorescence, NADH, 16 min; bacterial (C. kluyveri) enzyme, not human; inhibition, % at 20 µM; AID 1217;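 active means primary screen inhibition at 20 µM above a set limit, cut at about 50% in these data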;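 further: plate controls were DMSO with full reaction for no effect and wells lacking NADH for full effect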
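System: Diaphorase enzyme from Clostridium kluyveri | Amount: Enzyme working solution with 0.14 U/mL diaphorase | Benchmarks: No-NADH positive control and DMSO neutral control | Signal: Fluorescence of resorufin formed from resazurin, Ex 544/Em 590 nm | Schedule: 16-min room-temperature incubation before reading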
Numbers without * were called inactive; / = no result given.

SMILES	G6PDH CS	APP 5'UTR act	Diaphorase act	FLuc act counter	FLuc inhib CS	APP 5UTR inh	NF-kB neuron act	TLR4-MyD88 BLA	STAT1 act	Diaphorase inh
Cc1cccc(COc2ccc(/C(O)=C3\C(=O)C(=O)N(CCN(C)C)C3c3ccncc3)cc2)c1 (centres undefined)	-4	-1	0.9	1.1	-6	1	1.4	2	101	8
N#Cc1cccc(Nc2c3c(nc4ccccc24)CCCC3)c1	-2	-4	0.9	1	-5	4	1.2	10	85	11
CCOc1ccccc1NC(=S)N1CCC(c2nc3ccccc3o2)CC1	-15	/	0.9	1	-4	/	0.9	-7	96	10
CC(=O)Oc1ccc2oc(/C=C/N(C)C)c([N+](=O)[O-])c2c1	5	2	0.9	1	5	-2	1.4	13	114	13
CCOC(=O)Cc1c(C)c2c(C)[nH]nc2oc1=O	9	-5	1	1	1	5	1.3	-6	84	-1
CC(=O)C1=NN(c2ccccc2)C(c2cccs2)N1c1ccc(N(C)C)cc1 (centres undefined)	1	10	0.9	1.1	-6	-10	0.69	-10	77	13
Cn1c(=O)c2c(nc(SCC(=O)NCC3CCCO3)n2Cc2ccc(F)cc2)n(C)c1=O (centres undefined)	13	14	0.7	1.1	-8	-14	0.82	-14	85	26
COc1ccc(C(C(=O)NC2CCCC2)N(CCN(C)C)C(=O)c2snc(C(N)=O)c2N)cc1 (centres undefined)	4	4	0.8	1.1	-6	-4	1.1	6	104	24
O=C(CSCc1ccc(Cl)cc1)N1CCOCC1	7	-3	0.9	1	-4	3	1.4	-3	110	13
Cc1ccc2nc(-c3cccnc3)cc(C(=O)N3CCN(c4ccc([N+](=O)[O-])cc4)CC3)c2c1	10	-3	0.9	1	-2	3	0.43	10	104	10

Look-ups from above.
Value of CCOc1ccccc1NC(=S)N1CCC(c2nc3ccccc3o2)CC1 in NF-kB neuron act: 0.9
Value of O=C(CSCc1ccc(Cl)cc1)N1CCOCC1 in Diaphorase act: 0.9

(more compounds)
SMILES	G6PDH CS	APP 5'UTR act	Diaphorase act	FLuc act counter	FLuc inhib CS	APP 5UTR inh	NF-kB neuron act	TLR4-MyD88 BLA	STAT1 act	Diaphorase inh
O=C(Nc1c(C(=O)NCc2ccco2)cnn1-c1ccccc1)c1ccc(F)cc1	34	2	0.9	1	0	-2	0.88	2	89	5
CCOCCCNC(=O)Cc1cc(=O)[nH]c(=O)[nH]1	5	0	0.9	1.1	-8	0	1	-1	103	6
O=C(Nc1nnc(-c2ccccc2)o1)c1cc(-c2cccs2)nc2ccccc12	22	20	0.9	0.5	49	-20	0.89	2	93	12
CCOC(=O)c1ccc(N2C(=O)c3n[nH]c(C)c3C2c2ccc(OC)c(OC)c2)cc1 (centres undefined)	3	5	1	1.1	-5	-4	0.57	-8	107	-3
Cn1ccnc1SCc1nc2c(cnn2-c2ccccc2)c(=O)[nH]1	-11	-4	0.9	1	-1	4	1.2	-13	99	8
CC(=O)N/C(=C\c1ccccc1)C(=O)Nc1ccccc1C	15	9	0.9	1	0	-9	1.2	5	101	7
COc1ccc(N(CC(=O)N2CCc3ccccc32)S(=O)(=O)c2c(C)noc2C)cc1	2	-7	0.7	1	-1	7	0.71	6	102	26
Cc1noc(C)c1COc1cccc(C(=O)Nc2ccc(C#N)cc2)c1	-5	-16	0.9	1.1	-6	16	0.83	-11	92	11
CCOc1ccc2nc(NC(=O)C3CCN(c4cnccn4)CC3)sc2c1	0	8	0.7	1.1	-8	-8	0.83	-5	106	27
COC(=O)CNC(=O)C1(C)C=CCN1C(=O)c1ccccc1 (centres undefined)	12	10	0.9	1.1	-7	-10	2.1	2	122	10
Cc1ccc(N2C(=O)[C@@H]3[C@H](C2=O)[C@H]2C=C(C(=O)c4ccccc4)C=CN2[C@@H]3C(=O)c2ccc(Cl)cc2)cc1	7	-9	0.8	1.1	-10	9	1.2	17	103	22
O=C1CCCC(=O)C1=C1SCCCS1	2	-23	1	1	-3	23	1	-8	101	4
CC(C)C(=O)Nc1cccc(NC(=O)c2cc3ccccc3o2)c1	-26	36	0.9	0.7	30	-36	1.5	-6	130*	14
O=C(Nc1c(Cl)cccc1Cl)c1ccc(-c2ccccc2)cc1	0	28	0.9	1	-1	-28	1.4	-3	112	9
CS(=O)(=O)N1CCC(C(=O)N2CCN(C(c3ccccc3)c3ccccc3)CC2)CC1	20	-9	0.9	1	-2	9	1.1	-5	96	12
O=C(Nc1ccc2nc(-c3cccs3)[nH]c2c1)c1ccco1	-2	44	0.9	0.4	62*	-44	0.84	5	105	11
Cn1cc(CN2CCC(C(O)c3cccs3)CC2)c(-c2cccc(Cl)c2)n1 (centres undefined)	2	1	1.1	1	2	-1	1	-10	102	-11
CCCc1nc(SCc2ccc(Cl)cc2Cl)n[nH]1	-1	3	0.8	1	-3	-3	1.1	15	103	18
CCOc1ccccc1NC(=O)NCc1cccnc1	5	0	1	1	0	0	0.98	3	98	-3
CC(C)C[C@@H]1NC(=O)[C@H](CO)NC(=O)c2cc([N+](=O)[O-])cc(I)c2OCC[C@@H](C(N)=O)NC1=O	11	-2	0.8	1.1	-6	2	1.1	-9	98	15
Cc1cc(=O)[nH]c(SCC(=O)Nc2nnc(CC(C)C)s2)n1	-1	7	1.1	1	-3	-7	1.2	-10	91	-6
Cc1c(Cl)cccc1NC(=O)CCCCCN1C(=O)CCC1=O	-2	-5	0.9	1	-2	5	1.1	2	104	8
O=C(c1cccc(S(=O)(=O)Nc2ccccc2Cl)c1)N1CCN(C(=O)c2ccco2)CC1	-1	-5	0.9	1.1	-6	5	1.1	5	108	11
O=C(COC(=O)CNC(=O)c1ccccc1)Nc1ccc(S(=O)(=O)N2CCCC2)cc1	0	-10	0.9	1	0	10	0.95	2	98	5
CC(=O)Nc1cccc(OCC(=O)Nc2ccccc2)c1	2	24	1.1	0.9	10	-24	1.9	-1	119	-9
CCS(=O)(=O)N1CCN(c2ccc(C(=O)NC3C4CC5CC(C4)CC3C5)cc2[N+](=O)[O-])CC1 (centres undefined)	-22	10	0.7	1	-3	-10	0.34	1	91	28
CC1CC(C)CN(CCCNC(=O)Cc2c(C(=O)O)[nH]c3ccccc23)C1 (centres undefined)	-3	-9	1	1	0	9	1.2	-1	95	1
CNc1nc(N)c([N+](=O)[O-])c(NCCO)n1	4	14	1	1	1	-14	0.89	-9	88	-1
COc1cccc(/C=N/NC(=O)C(=O)N2CCCC2)c1O	7	16	0.9	0.7	29	-16	1.1	-4	104	14
Cc1c(Cl)c([N+](=O)[O-])nn1CC(=O)Nc1c(C)n(C)n(-c2ccccc2)c1=O	3	0	0.9	1.1	-6	0	1.4	13	98	14
C/C(CC(=O)Nc1ccc(N(C)C)cc1)=N\NC(=O)c1ccc([N+](=O)[O-])cc1Cl	8	25	1	1	3	-25	1.4	-5	106	2
COC(=O)C1(C)NC(c2ccco2)C2C(=O)N(c3ccc(C)cc3)C(=O)C21 (centres undefined)	2	5	0.9	1.1	-10	-4	1.5	12	90	12
Cc1cc(S(=O)(=O)N2CCN(c3ncccn3)CC2)ccc1-n1cnnn1	-3	1	0.9	1.1	-5	-1	0.81	7	99	9
CNc1nc(Nc2ccccc2)nc(OCC(F)(F)F)n1	3	18	1.2	1	-4	-18	0.9	-14	89	-17
CCCCc1cc(=O)oc2cc(C)cc(OC(C)C(=O)O)c12 (centres undefined)	-12	-10	0.9	1.1	-9	10	0.95	11	102	9
Cc1nc2ccccc2nc(C)c1=NOCc1ccccc1Cl	8	40	0.8	1	-1	-40	0.97	-16	107	22
Cc1ccc(-c2nnnn2-c2ccc(C)cc2)cc1	-3	15	0.8	1	-2	-15	1.1	-4	96	20
COc1ccc(-c2csc(NC(=O)CCCc3cccs3)n2)cc1	6	-2	1.1	1	2	2	0.87	4	91	-7
CCn1ncc2c1C(=O)NC1c3ccccc3C(=O)N21 (centres undefined)	3	6	0.9	1.1	-8	-6	0.49	-6	102	5
COC(=O)c1ccc(C(=O)OC)c(NC(=O)C2CC2)c1	4	-1	1	1.1	-10	1	0.94	-24	94	-3
CC(=O)Nc1ccc(NC(=O)CCCN2C(=O)c3ccccc3C2=O)cc1	5	-5	1	1	0	5	0.93	8	100	-2
O=C(NCCCN1CCCC1=O)NC12CC3CC(CC(C3)C1)C2	-7	10	0.9	1.1	-7	-10	0.91	-1	102	5
COc1ccccc1NC(=O)CN1CCN(C2c3ccccc3-c3ccccc32)CC1	3	-4	0.8	1.1	-9	4	3.3	-6	100	18
Cc1cc(C(=O)N/N=C/c2ccc(O)c(O)c2O)c(C)n1-c1ccccc1	-3	36	0.1	0.3	70*	-36	0.8	-3	107	89*
CC1CN=C(N(Cc2ccccc2)C(=O)Nc2ccccc2)S1 (centres undefined)	1	-13	1	1.1	-5	14	1.7	-3	91	1
CCOC(=O)c1oc2ccccc2c1NC(=O)Cc1cccs1	-7	-13	0.9	1	-1	13	1.1	-2	92	11
CCOc1ccc(-c2nn3c(-c4ccc(F)cc4)nnc3s2)cc1	/	14	/	/	/	-14	/	-25	104	/
CC1/C(=N/O)C(CN(C)C)C2CC1C2(C)C (centres undefined)	23	-1	0.9	1	4	1	1.3	-9	105	10
CCOC(=O)Cc1csc(NC(=O)Nc2cccc(Cl)c2)n1	1	53	0.9	0.9	12	-53	1.2	8	98	8
O=S(=O)(c1ccc(NC2CCCc3ccccc32)nc1)N1CCOCC1 (centres undefined)	8	-4	0.7	1.1	-7	4	0.98	7	90	28

Random excerpt: 2 compounds from above
SMILES	G6PDH CS	APP 5'UTR act	Diaphorase act	FLuc act counter	FLuc inhib CS	APP 5UTR inh	NF-kB neuron act	TLR4-MyD88 BLA	STAT1 act	Diaphorase inh
O=C(c1cccc(S(=O)(=O)Nc2ccccc2Cl)c1)N1CCN(C(=O)c2ccco2)CC1	-1	-5	0.9	1.1	-6	5	1.1	5	108	11
Cc1cccc(COc2ccc(/C(O)=C3\C(=O)C(=O)N(CCN(C)C)C3c3ccncc3)cc2)c1 (centres undefined)	-4	-1	0.9	1.1	-6	1	1.4	2	101	8

The listing continues:
SMILES	G6PDH CS	APP 5'UTR act	Diaphorase act	FLuc act counter	FLuc inhib CS	APP 5UTR inh	NF-kB neuron act	TLR4-MyD88 BLA	STAT1 act	Diaphorase inh
CC(=O)Oc1ccc(NC(=O)CCC2CCCCC2)c(C(=O)O)c1	1	-4	0.9	1.1	-5	4	1.2	-7	100	7
COc1ccc(NC(=O)c2sc(SC)nc2N)cc1	10	77	0.9	0.9	9	-77	3	5	124	12
CO/N=C(/C)CCS(=O)(=O)c1ccccc1	1	2	1	1	-4	-2	1.1	5	98	0
C=CCn1c(-c2csc(-c3ccc(OC)c(OC)c3)n2)n[nH]c1=S	-2	10	0.9	1.1	-9	-10	1	5	88	8
CCN1C(=O)CSc2ccc(C(=O)NCc3ccco3)cc21	6	16	0.8	1	-2	-16	1.1	-4	103	17
Cc1nc(-c2ccccc2)sc1-c1nc(-c2cccs2)ncc1S(=O)(=O)c1ccccc1	1	4	0.9	1.1	-7	-4	1.2	15	96	13
N#Cc1c(N)nc2c(c1-c1ccc(F)cc1)c(=O)nc1sccn12	0	33	1	1	2	-33	1.1	-10	92	-5
